NR2E3 ag-1: inhibitors of NR2E3-RetCOR corepressor binding, primary screen, NR2E3 agonist project, biochemical, TR-FRET, GST-NR2E3, biotin-RetCOR; 1536-well; Photoreceptor-specific nuclear receptor (Homo sapiens), Q9Y5X4; hit rate 0.12% among 320,000; AID 2300, 2010; inhibition of corepressor binding, % at 4.78 µM;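 active = percent inhibition above the cutoff of mean plus 3 SD of all tested compounds, set per screening campaign, cut at about 20% in these data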;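 note: 0% = DMSO wells and 100% = biotin wells as full block of FRET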
Target sequence (Q9Y5X4 whole entry, looked up): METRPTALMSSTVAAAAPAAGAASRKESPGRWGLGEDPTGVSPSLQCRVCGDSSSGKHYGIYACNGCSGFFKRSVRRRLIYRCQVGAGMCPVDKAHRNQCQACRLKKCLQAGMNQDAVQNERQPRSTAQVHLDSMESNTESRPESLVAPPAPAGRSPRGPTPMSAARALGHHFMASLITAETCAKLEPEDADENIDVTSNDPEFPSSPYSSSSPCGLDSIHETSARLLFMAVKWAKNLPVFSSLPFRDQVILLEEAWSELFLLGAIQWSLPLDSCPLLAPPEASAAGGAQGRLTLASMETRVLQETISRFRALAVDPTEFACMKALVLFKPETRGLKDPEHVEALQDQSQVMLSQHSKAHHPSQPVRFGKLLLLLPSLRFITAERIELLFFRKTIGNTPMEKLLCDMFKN
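Test system: GST-NR2E3 and biotin-RetCOR proteins | Quantity: 1.35 nM GST-tagged NR2E3 final | Medium: Tris pH 7.5 | Also added: 7 nM biotin-RetCOR | Dosing: Compound at 4.8 µM, single dose | Timing: 5 h at 4 °C | Detection: Time-resolved FRET | Read-out basis: Percent inhibition | Benchmarks: Biotin wells as high control, 0.6% DMSO wells as low control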
PDI inh: inhibitors of human PDI, primary screen, biochemical, turbidity, single point, plate reader. Protein disulfide-isomerase (Homo sapiens), P07237. PDI insulin aggregation turbidity, A650, 90 min. inhibition, % at 10 µM. hit rate 0.052% among 350,000. AID 588391, 2011;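 active = mean inhibition across replicates of 30% or more, whatever share of single replicates reach that level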;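 note: absorbance from insulin aggregation driven by PDI reduction with DTT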
Target sequence (P07237 whole entry, looked up): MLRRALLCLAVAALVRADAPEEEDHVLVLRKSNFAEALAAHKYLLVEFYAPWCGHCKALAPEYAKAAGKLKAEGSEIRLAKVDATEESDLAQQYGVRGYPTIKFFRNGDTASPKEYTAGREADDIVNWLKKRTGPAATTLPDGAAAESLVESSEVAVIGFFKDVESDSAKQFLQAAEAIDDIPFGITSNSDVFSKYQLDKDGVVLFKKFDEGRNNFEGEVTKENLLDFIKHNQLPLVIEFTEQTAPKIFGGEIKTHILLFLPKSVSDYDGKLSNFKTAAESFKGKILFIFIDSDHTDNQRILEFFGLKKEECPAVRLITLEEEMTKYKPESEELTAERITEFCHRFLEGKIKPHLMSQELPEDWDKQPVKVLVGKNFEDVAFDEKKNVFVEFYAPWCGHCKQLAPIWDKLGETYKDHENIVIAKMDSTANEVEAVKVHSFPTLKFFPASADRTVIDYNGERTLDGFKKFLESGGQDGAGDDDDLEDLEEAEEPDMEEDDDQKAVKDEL
HIF-2a inh: HIF-2a reporter inhibitors, primary screen, luminescence, 786-0 RCC cells; inhibition, % at 18.8 µM; hit rate 0.72% among 360,000; AID 624352, 2012; 786-0 RCC cells HIF-2a reporter, luciferase luminescence, overnight;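 active = inhibition of the luminescence signal of 40% or more relative to plate controls, in a single-dose primary screen at 18.75 µM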
CaV13 FRET inh: Disruptors of the CACNA1D IQ motif to Ca2+-dependent inactivation inhibitor domain association, primary screening, Förster resonance energy transfer in intact living …; HEK cells, CFP/YFP FRET ICDI-IQ, plate reader, 10 min; percent FRET-ratio fall versus neutral wells; inhibition, % at 12.3 µM; hit rate 0.098% among 340,000;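 active = mean replicate inhibition of at least 30% and at least 1% of replicates passing that level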;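 note: 0% = median of the neutral control wells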
Granule exo inh: LAMP-1 surface exposure blockers, TALL-104 cells – cell-based, flow cytometry, MLPCN library, primary screen; TALL-104 LAMP-1 surface exposure; cells stimulated with thapsigargin and PMA; inhibition, % at 10 µM; hit rate 0.66% among 360,000; AID 651702, 2012;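 active = inhibition above about 55%, limit read from the data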
NR2E3 ag-2: NR2E3 agonists in two-hybrid cells, primary screen, cell-based, luminescence, CHO-S, Gal4-NCOR/VP16-NR2E3; inhibition of corepressor binding, % at 3.98 µM; Photoreceptor-specific nuclear receptor (Homo sapiens), Q9Y5X4; luciferase; AID 602229, 2012; hit rate 0.35% among 360,000;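 active = inhibition above the mean of all tested compounds plus 3 SD, cut at about 70% in these data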;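 note: 0% = DMSO with NR2E3 transfected cells and 100% = cells lacking NR2E3 construct; higher means lower luciferase signal from less NR2E3 corepressor binding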
Vif inh: HIV Vif self-association inhibitors, primary screen, imaging, HEK293T, single point. HEK293T cells, Vif self-association by quenched fluorescence, 24 h. hit rate 0.35% among 340,000. inhibition, % at 7.49 µM; in the data active = inhibition above about 50%, passing the limit was not always enough; note: some results filed as inactive read as strong as hits
MITF TRPM1 inh: inhibitors of MITF-dependent TRPM1 promoter reporter, primary screen, cell-based, SK-MEL-5, single point, luciferase. SK-MEL-5 TRPM1 promoter luciferase, 24 h. inhibition, % at 12.5 µM. hit rate 0.83% among 330,000. AID 488899, 2010;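 active = mean inhibition across replicates of 60% or more, whatever share of single replicates reaches that level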; note: values of inactives mirror those of a sister screen read the other way
Peg3 prom inh: Peg3 promoter-driven luciferase inhibitors, primary screen, cell-based, HeLa, luciferase luminescence | HeLa PEG-Prom luciferase reporter, overnight | inhibition, % at 20 µM | hit rate 1.7% among 360,000;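 active = inhibition of at least 50% at 20 µM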
aDG glyco up: activators of alpha-DG glycosylation, primary screen, uHTS, Pro5-aDG cells, AlphaScreen; hit rate 0.22% among 360,000; activation, % at 10 µM; AID 624168, 2012; alpha-DG glycosylation AlphaScreen (IIH6); 0% Pro5, 100% B10-LARGE cell signal;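 active = activation of at least 8% versus controls, or a plate z-score of at least 8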;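 note: Pro5 are CHO cells carrying HIG-tagged alpha-DG that lacks glycosylation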
iPSC survival up: enhancers of single-cell hiPSC survival, primary screen, ATPlite luminescence | 100% = ROCK inhibitor wells, 0% = DMSO | survival enhancement, % at 20 µM | hit rate 0.044% among 360,000 | AID 602274, 2012; in the data active = survival enhancement above about 18%;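 note: cells exposed to compounds for 16 hours before the ATP read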
Numbers without * were called inactive; . = not tested or not shown.

item	SMILES	NR2E3 ag-1	PDI inh	HIF-2a inh	CaV13 FRET inh	Granule exo inh	NR2E3 ag-2	Vif inh	MITF TRPM1 inh	Peg3 prom inh	aDG glyco up	iPSC survival up
1	CCOC(=O)c1ccc(N2CCOCC2)c(NC(=O)c2ccc3c(c2)OCO3)c1	2	-1	13	-11	0	6	-6	17	17	-0.3	-0.3
2	O=S1(=O)N=C2CCCCCN2C(c2ccncc2)N1 (stereo not given)	-2	-8	13	.	2	-30	.	-9	9	-0.2	-2.0
3	O=C(NCc1ccco1)NC(=O)c1csc([N+](=O)[O-])c1	5	-9	9	-1	2	13	3	1	-1	0.1	-0.2
4	CC(=O)O[C@H](COc1c2ccoc2cc2oc(=O)ccc12)C(C)(C)O	-1	-4	-29	-6	-4	0	-3	.	-26	-0.3	3.4
5	Cc1nnc(SCc2c(Cl)cccc2Cl)n(N)c1=O	3	-12	8	-5	-4	-19	-5	-10	-2	0.1	-0.5
6	C[C@@H]1CN([C@@H](C)CO)C(=O)CCCn2nncc2CO[C@@H]1CN(C)C(=O)Nc1ccc(C(F)(F)F)cc1	.	8	-3	-4	-4	17	-1	.	3	-0.1	1.3
7	O=C(Nc1ccc([N+](=O)[O-])cc1)Nc1ccc(N2CCOCC2)c2nonc12	5	5	-32	-1	77*	9	25	-5	62*	-0.1	-0.2
8	N/C(=N\OC(=O)c1ccc(Cl)cc1Cl)c1cccnc1	-1	15	-259	-6	3	-155	-1	-24	-222	0.2	-4.7
9	OCCCNc1ncnc2c1ncn2[C@H]1CN(Cc2ccco2)C[C@@H](CO)O1	.	11	3	-11	13	7	-2	.	-8	0.2	1.0
10	CN(CC1COc2ccccc2O1)C(=O)CSc1ncnc2sccc12 (stereo not given)	3	-2	-53	-2	0	0	-3	-3	-7	0.9	-0.4
11	O=C(Nc1nc(-c2ccccc2)cs1)c1ccccc1NS(=O)(=O)c1ccc(F)cc1	4	-4	-9	-2	3	95*	-15	69*	40	0.4	-0.8
12	CC(=O)c1cccc(NC(=O)CC2CCCC2)c1	4	-5	4	-2	-4	-29	2	0	-11	0.0	-0.1
13	COc1ccc(N2CCN(C(=O)C3CCN(C(=O)c4ccccc4Cl)CC3)CC2)cc1	1	2	9	-5	1	-4	6	1	2	0.1	0.0
14	CCc1nc2ccc(C(=O)N3CCN(c4cc(C)ccc4C)CC3)cc2nc1CC	3	2	13	-15	0	-27	0	-5	25	0.0	1.1
15	O=C(Nc1ccncc1)c1c(F)c(F)c(F)c(F)c1F	2	-7	23	1	-10	-31	0	8	-11	0.5	44*
16	COc1ccc(OCC(=O)NNC(=O)C2CCN(c3ncnc4sc(C)c(C)c34)CC2)cc1	0	-10	3	-3	-6	-4	-2	-4	9	-0.1	0.3
17	C[C@@H]1O[C@@H](OC[C@H]2O[C@@H](Oc3c(-c4ccc(O)cc4)oc4cc(O)cc(O)c4c3=O)[C@H](O)[C@@H](O)[C@@H]2O)[C@H](O)[C@H](O)[C@H]1O	-3	.	10	.	2	-7	11	2	8	0.0	3.9
18	C/C(=N\Nc1ccc2nncn2n1)c1ccc(Br)s1	1	5	5	-2	3	-38	4	-1	1	0.0	-0.4
19	CC(=O)N(CCC1(c2ccc(C)cc2)CCOC(C(C)C)C1)Cc1ccco1 (stereo not given)	5	-13	6	-2	-2	-10	-3	-18	13	0.2	-0.7
20	CC(Oc1ccccc1)C(=O)NC1CCSc2ccccc21 (stereo not given)	4	-7	-19	-5	-2	-4	0	4	-9	0.3	-0.3
21	CCn1c(SCC(=O)c2[nH]c(C)c(C(C)=O)c2C)nnc1-c1ccccc1	-4	-3	9	.	-4	15	-20	10	11	0.4	3.6
22	COC(=O)c1ccc(S(=O)(=O)N2CCC(c3nc4ccccc4o3)CC2)cc1	4	3	4	.	0	-22	-2	4	10	-0.1	-1.2
23	N#CC(C(=O)CCN1C(=O)C2CC=CCC2C1=O)c1nc2ccccc2[nH]1 (stereo not given)	-1	4	6	-5	-2	-1	9	1	-8	0.2	3.4
24	CCOc1ccc2nc(SC3CC(=O)N(c4ccc(OC)cc4)C3=O)sc2c1 (stereo not given)	2	0	-150	-25	24	-27	-1	-39	-3	0.1	-0.4
25	COc1ccc(C(=O)NCC(=O)NCC(=O)OCC(=O)c2ccc(Br)cc2)cc1	-1	10	9	-7	-4	-10	.	5	-4	0.1	3.0

Some of these compounds in order of their number in NR2E3 ag-1, rising.
cpd	SMILES	NR2E3 ag-1	PDI inh	HIF-2a inh	CaV13 FRET inh	Granule exo inh	NR2E3 ag-2	Vif inh	MITF TRPM1 inh	Peg3 prom inh	aDG glyco up
2	O=S1(=O)N=C2CCCCCN2C(c2ccncc2)N1 (stereo not given)	-2	-8	13	.	2	-30	.	-9	9	-0.2
25	COc1ccc(C(=O)NCC(=O)NCC(=O)OCC(=O)c2ccc(Br)cc2)cc1	-1	10	9	-7	-4	-10	.	5	-4	0.1
5	Cc1nnc(SCc2c(Cl)cccc2Cl)n(N)c1=O	3	-12	8	-5	-4	-19	-5	-10	-2	0.1

Remaining list, next part:
item	SMILES	NR2E3 ag-1	PDI inh	HIF-2a inh	CaV13 FRET inh	Granule exo inh	NR2E3 ag-2	Vif inh	MITF TRPM1 inh	Peg3 prom inh	aDG glyco up	iPSC survival up
26	Cc1cccc(NC(=O)CSc2nnc([C@@H](N)Cc3ccccc3)o2)c1C	1	3	25	-4	-4	-23	-14	-7	1	0.2	-2.2
27	Cc1nc2sc(C(c3cccc(F)c3)N3CCC(O)CC3)c(O)n2n1 (stereo not given)	-1	9	4	-3	7	-12	15	-6	8	0.1	1.9
28	O=C(NN1S(=O)(=O)c2ccccc2S1(=O)=O)c1ccc(Br)cc1	-5	-5	7	3	7	1	-18	9	2	-0.2	-1.4
29	CC1=CC(=C2C(=O)c3ccccc3C2=O)C=C(C)O1	4	-13	-225	-5	2	-25	-8	-26	-172	-0.3	4.3
30	CCOc1ccccc1NC(=O)Cn1cnc2c(cnn2-c2ccc(C)c(C)c2)c1=O	-1	-8	18	.	-3	-37	13	10	1	0.5	-1.0
31	CCCCn1c(N)c(N(CCOC)C(=O)CSCc2cccc(C)c2)c(=O)[nH]c1=O	-1	0	18	-5	9	-22	14	9	8	0.5	0.6
32	C/C(=N\Nc1ccc(F)cc1F)c1ccc(Br)s1	4	-1	-75	-4	-5	8	1	-13	-60	-0.6	0.1
33	CC1CCc2c(sc(N)c2C(N)=O)C1 (stereo not given)	-2	4	-26	-8	-1	17	-2	-4	1	-0.1	2.2
34	COc1ccc(S(=O)(=O)N(CC(=O)Nc2ccc(S(=O)(=O)N3CCOCC3)cc2)Cc2ccc(F)cc2)cc1	4	0	26	-5	-5	-13	-6	-12	21	-0.4	-1.2
35	O=C(Nc1ccn(Cc2ccc(Cl)cc2)n1)c1ccc2c(c1)OCO2	1	2	-54	-10	0	-24	-2	-11	-45	-0.1	-0.4
36	O=C(Nc1sc2c(c1C(=O)O)CCCCC2)c1cccnc1	4	-4	-160	.	-4	-34	2	-18	-64	0.0	-0.6
37	O=C(NCc1nnc(SCC(=O)N2CCc3ccccc32)o1)c1ccco1	3	0	1	-17	5	20	3	-2	-1	-0.3	0.5
38	COC(=O)[C@@H](N)CS	5	12	4	-4	-1	-17	-4	1	-1	0.0	0.2
39	CCC(C)(C)NC(=O)C(c1ccc(C)cc1)N(CC1CCCO1)C(=O)c1csnn1 (stereo not given)	0	12	9	-4	9	-46	-1	5	-3	0.1	-0.4
40	O=C(Nc1ccc(F)cc1)Oc1ccccc1N1CCOCC1	2	3	8	-2	4	-28	5	-2	-8	0.0	0.6
41	CC(CCc1ccccc1)NC(=O)C(Cc1ccccc1)NS(=O)(=O)c1cccs1 (stereo not given)	3	8	9	-6	0	-28	.	6	-2	0.2	-2.9
42	COc1cccc(NC(=O)CN(C)C(=O)Cc2n[nH]c(=O)c3ccccc23)c1	5	-6	17	-5	11	-15	1	14	-5	0.2	-0.6
43	COC(=O)CS(=O)(=O)c1ccc2c(c1)CC(=O)N2	1	-5	14	-1	4	2	9	7	7	-0.2	-2.5
44	COc1cc(C(=O)n2nc(C)cc2C)ccc1O	4	5	20	.	1	-3	.	-1	36	0.0	-1.8
45	CNC(=O)CC(C(=O)O)c1ccc(OC(C)C)cc1 (stereo not given)	2	-4	9	-5	1	-10	10	-6	10	0.0	1.3
46	COc1ccc(S(=O)(=O)NCc2ccccn2)cc1NC(=O)c1ccccc1	-3	1	5	-3	-10	-4	11	34	8	-0.1	-0.5
47	O=C(Nc1ccc2nn(-c3ccccc3)nc2c1)c1cccs1	0	3	-394	-9	8	-122	-3	-93	-230	0.3	0.1
48	Cc1cc(Oc2ccccc2)nc(NCc2ccccc2)n1	5	2	6	.	-12	-17	7	-6	0	1.4	1.0
49	O=c1c2ccccc2[nH]c(=S)n1Cc1ccccc1Cl	-2	-1	16	-21	-8	6	.	-7	14	0.1	-0.5
50	COc1ccccc1NC(=O)c1ccc2c(O)c(S(=O)(=O)c3ccccc3)c(=O)[nH]c2c1	0	2	-8	-14	9	-12	-2	1	2	-0.2	0.8
51	O=S1(=O)CCN2C(c3cccc4ccccc34)=CSC2=N1	2	-16	23	-4	1	14	-1	4	6	-0.2	5.2
52	C/C(N)=C(/C#N)C(=O)COC(=O)c1cccc2ccccc12	3	-7	-87	-5	2	-24	12	-40	-108	0.2	-0.9
53	CCn1nc(C(=O)NNS(=O)(=O)c2cc(/C=C/C(=O)O)cc(OC)c2OC)c2ccccc2c1=O	.	-2	-7	-9	1	3	33	7	5	0.3	-1.6
54	COc1cccc(C(NC(C)=O)c2nc(-c3cccc(C(C)C)c3)cs2)c1 (stereo not given)	.	7	-11	-10	2	6	-7	.	0	-0.1	-0.6
55	Cc1ccccc1-n1nnnc1SCC(=O)c1c(N)n(C2CC2)c(=O)[nH]c1=O	.	-7	19	-5	4	5	13	2	14	0.0	0.2
56	CCc1ccc(NC(=O)Cn2nnc(-c3ccc(C)cc3-n3cnnn3)n2)cc1	0	-8	12	-4	2	5	0	6	17	0.1	1.1
57	CCN1CCN(C(=O)CN(C)S(=O)(=O)c2ccc(OC)cc2)CC1	-1	0	23	-5	-4	-16	0	3	15	-0.2	-1.7
58	Nc1c(N2CCCCC2)c(=O)[nH]c(=O)n1-c1ccccc1	0	-9	13	-6	-8	-7	2	5	4	0.0	-1.2
59	CCC(=O)Nc1cccc(NC(=O)c2ccc3c(c2)OCO3)c1	3	-5	-159	-5	-4	-26	10	-11	-46	-0.1	-0.7
60	CC(C)(C)c1ccc(C(CC(=O)O)NS(=O)(=O)Cc2ccccc2)cc1 (stereo not given)	4	-6	19	-4	5	-6	-12	2	5	-0.1	0.0

Screening results (PubChem)
